Compound activity deposited in PubChem by several laboratories.
MDM2 E3 inh: blocks human Mdm2 ubiquitin ligase activity | signal enhancement, % at 5 µM | Q00987 | cell-based MDM2 ubiquitination luciferase reporter, 2 h; 0 = plate control, 100 = twice control, blank-subtracted | 210,000 compounds, 0.11% hits | AID 1230;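 active = signal enhancement of 30% or more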;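 also: luminescence tracks abundance of the self-degrading MDM2-luciferase fusion protein; higher signal means inhibition of MDM2 E3 ligase activity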
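system = mammalian cells stably expressing self-ubiquitinating, self-degrading MDM2 E3–luciferase fusion | quantity = 2000 cells per well seeded | incubation = 4 h cell settling then 2 h compound exposure, 37 °C | signal = SteadyLite luminescence, 15 min reagent step | benchmarks = plate control and blank wells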
Hck-Nef inh: human Hck-Nef kinase inhibition. 220,000 compounds, 0.68% hits. Recombinant Hck-YEEI plus Nef, Z-Lyte FRET kinase assay. inhibition, % at 20 µM;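 active = Hck-Nef kinase inhibition above about 50%, limit read from the data; inactive = inhibition below that limit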;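 also: 0% = DMSO with Hck plus Nef and 100% = Hck alone without Nef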
Runt-SMMHC FRET: inhibitors of human RUNX1 Runt domain binding to CBFb-SMMHC; Q01196+Q13951; Cerulean-Runt/Venus-CBFb-SMMHC FRET ratio 530/480, 1 h; inhibition, % at 20 µM; 220,000 compounds, 0.74% hits;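 active = mean inhibition across duplicate retests at 20 µM reaching about 50%, limit read from the data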;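 also: 0% = DMSO wells and 100% = wells with excess untagged CBFb-SMMHC; inhibitors lower the FRET ratio by blocking Runt binding to CBFb-SMMHC; some results filed as inactive read as strong as hits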
Target sequence (Q01196 whole entry, looked up, the tested form may be a part): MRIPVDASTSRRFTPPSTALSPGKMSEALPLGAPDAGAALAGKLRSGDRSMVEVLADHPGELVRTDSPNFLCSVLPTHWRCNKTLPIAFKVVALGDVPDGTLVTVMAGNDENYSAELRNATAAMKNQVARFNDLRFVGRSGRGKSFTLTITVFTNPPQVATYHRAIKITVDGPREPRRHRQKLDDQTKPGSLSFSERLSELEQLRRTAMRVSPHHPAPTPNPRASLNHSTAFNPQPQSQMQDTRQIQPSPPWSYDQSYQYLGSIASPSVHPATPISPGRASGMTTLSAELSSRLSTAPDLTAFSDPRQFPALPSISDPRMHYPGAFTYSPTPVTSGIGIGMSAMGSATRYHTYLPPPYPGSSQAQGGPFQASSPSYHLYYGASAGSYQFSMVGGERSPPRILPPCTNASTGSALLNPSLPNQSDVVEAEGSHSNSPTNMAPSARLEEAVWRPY
Target sequence (Q13951 whole entry, looked up, the tested form may be a part): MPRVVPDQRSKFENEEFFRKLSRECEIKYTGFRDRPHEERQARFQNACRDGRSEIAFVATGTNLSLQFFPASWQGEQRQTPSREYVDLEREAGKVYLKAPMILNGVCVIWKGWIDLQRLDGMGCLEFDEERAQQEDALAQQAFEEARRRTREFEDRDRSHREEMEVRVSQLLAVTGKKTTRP
TbHK1 inh: blocks Trypanosoma brucei hexokinase 1 activity. inhibition, % at 10 µM. recombinant TbHK1, G6PDH-coupled NADH A340. 220,000 compounds, 0.11% hits. AID 1430;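 active = inhibition of 50% or more in the single-dose primary screen; inactive = inhibition below 50%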
NCF1 inh: p47phox (human) inhibition. P14598. inhibition, % at 24.7 µM. p47phox/p22phox peptide binding, fluorescence polarization, 2 h. 220,000 compounds, 0.53% hits;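 active = inhibition above about 30%, limit read from the data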;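 also: 0% = p47phox with labelled peptide and 100% = labelled peptide alone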
Runt-CBFb FRET: inhibitors of human RUNX1 Runt domain binding to CBFb | Q01196+Q13951 | Cerulean-Runt/Venus-CBFb FRET ratio 530/480, 1 h | inhibition, % at 20 µM | 220,000 compounds, 0.46% hits | AID 1496;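 active = inhibition over about 50% at 20 µM in the single-dose screen, limit read from the data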;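 also: 0% = DMSO wells and 100% = excess unlabeled CBFb competitor control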
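System: Cerulean-labeled Runt domain protein | Quantity: 100 nM of each labeled protein | Schedule: 1 h compound exposure, room temperature | Detection: Fluorescence energy transfer, 422 nm excitation, 530/480 nm emission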
EBV gp42 inh: blocks Epstein-Barr virus glycoprotein 42 binding | Q1HVG2 | Fluorescence polarization binding assay, mP read-out | inhibition, % (tested at 21.74 µM) | 220,000 compounds, 0.42% hits | AID 1085; in the data active = inhibition above about 50%
Target sequence (Q1HVG2 whole entry, looked up): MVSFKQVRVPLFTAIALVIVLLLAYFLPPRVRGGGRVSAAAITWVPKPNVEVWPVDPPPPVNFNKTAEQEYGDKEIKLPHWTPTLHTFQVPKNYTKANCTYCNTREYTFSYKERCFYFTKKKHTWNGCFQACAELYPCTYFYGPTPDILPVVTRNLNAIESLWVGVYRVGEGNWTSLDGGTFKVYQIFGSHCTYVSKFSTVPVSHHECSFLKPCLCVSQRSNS
zVAD death inh: blocks zVAD induced death of L929 cells | L929 zVAD necroptosis rescue, ATP luminescence, 24 h; with zVAD 60 µM | viability rescue, % at 10 µM | 220,000 compounds, 0.38% hits;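 active = activation, scaled between plate controls, above about 75%, limit read from the data; inactive = activation under that limit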;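 also: 0% = zVAD with DMSO and 100% = DMSO alone without zVAD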
14-3-3 Bad PPI: disrupts binding of bovine 14-3-3 zeta to phospho-Bad peptide. P63103. TR-FRET 14-3-3zeta/Dy647-pBad peptide displacement, 1 h. inhibition, % at 21.7 µM. 220,000 compounds, 0.71% hits. AID 781;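 active = inhibition above about 70%, limit read from the data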;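 also: 0% = full 14-3-3 plus peptide FRET controls and 100% = background without 14-3-3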
* hit, by the source's call; / = not tested or not shown; [ ] = another dose, or the depositor's remark. Compounds were not picked by outcome, and some 3.2% of all compounds hit somewhere here.

SMILES	MDM2 E3 inh	Hck-Nef inh	Runt-SMMHC FRET	TbHK1 inh	NCF1 inh	Runt-CBFb FRET	EBV gp42 inh	zVAD death inh	14-3-3 Bad PPI
Cc1ccc2nc3c(cc(C(=O)NC4CCCC4)c(=N)n3CCCn3ccnc3)c(=O)n2c1	2	110*	/	-2	7	/	-6	-0.7	2
CCOC(=O)N1CCN(c2cc(=O)n(-c3ccccc3Cl)c(=O)[nH]2)CC1	-22	-9	-1	-1	-13	-1	-12	0.8	4
Cn1cccc1/C=C1/SC(=O)N(CC(=O)N2CCCC2)C1=O	-6	23	18	-6	-5	8	-5	1.1	-2
CCOc1cc(N2CCOCC2)c(OCC)cc1NC(=O)c1ccc(C)cc1	-6	25	0	-4	0	0	-9	1.5	-7
O=C1CC(c2ccccc2)CC(O)=C1C=NCc1ccc(Cl)c(Cl)c1 (configuration not stated)	-6	1	0	4	-1	-4	-10	0.1	12
Cc1ccc(Cn2ccc(NC(=O)c3cc(C4CC4)on3)n2)cc1	-6	16	0	1	-5	-1	-8	0.6	-9
CCC1(C)Cc2nc3sc(C(=O)O)c(N)c3cc2CO1 (configuration not stated)	-11	-7	4	-7	-20	-2	-14	1.6	3
COC(=O)C1=C(C)N(c2ccc(Cl)c(Cl)c2)C(=O)C1	-9	-11	-7	0	-8	1	-6	-1.6	8
CC(C)c1nnc(NC(=O)CSc2ncn[nH]2)s1	-20	0	-7	4	-6	0	-19	0.2	7
Cc1ccc2cccc(NC(=O)c3ccc(Br)o3)c2n1	-2	1	-5	2	-17	-5	-13	0.1	-10
COc1ccccc1NC(=S)NCCSc1ccc(Cl)cc1	-1	1	0	6	-25	0	6	1.6	-16[fluorescence artefact?]
O=c1cc(-c2ccccc2)[nH]c2cc(Cl)ccc12	/	-3	-4	-4	-5	1	-7	-2.0	-8
CCn1c2ccccc2c2cc(NC(=O)c3cc(C)on3)ccc21	-4	-11	-4	-9	-16	0	-3	13	-17
N#Cc1ccccc1Cn1c(=O)n(CCCC(=O)NCc2ccc3c(c2)OCO3)c(=O)c2ccccc21	-13	-9	-16	-6	0	-3	-18	/	7
O=C(O)c1ccc(-n2[nH]c3c(c2=O)CCCC3)cc1	1	-5	-1	-5	3	1	-12	-0.8	-2
CC(=O)C1=C(C)NC(=O)NC1c1ccc(Cl)cc1 (configuration not stated)	-21	25	-2	-1	7	3	2	1.5	2
Cc1cc(C(=O)COc2cccc3cccnc23)c(C)n1C	8	1	-2	-6	-9	4	11	0.5	-9
CCC(=O)Nc1ccc(-c2nnc(SCC(=O)N3CCCCC3)n2C)cc1	12	-2	-2	-8	-16	1	-14	-0.1	3
O=C(Nc1ccc2c(c1)OCO2)c1cnn2c1NC(c1ccco1)CC2C(F)(F)F (configuration not stated)	-28	3	-1	4	-82	1	3	-0.1	4[fluorescence artefact?]
S=C(NC1CCCC1)N1CCOCC1	-10	4	0	-4	-10	1	-12	0.2	-9
COc1ccccc1Oc1ccc(N/C=C/C(=O)C(C)(C)C)cc1	-4	15	1	-3	-6	3	2	72	-14
O=C(CCC1N=C2c3ccccc3N=C(SCc3ccc(Cl)cc3)N2C1=O)NCc1ccco1 (configuration not stated)	-14	1	0	-9	-15	-3	13	-0.3	-5
Cc1cc(-c2ccccc2)n2nc(N)nc2n1	/	15	-3	-15	-4	1	-18	0.3	7
COc1ccc(N(Cc2cc3ccc(C)cc3[nH]c2=O)C(C)=O)cc1	-18	0	3	-7	-16	2	2	0.0	-14
Cc1ccc(-c2nnn(CC(=O)N(Cc3cccs3)C(C(=O)NC3CCCCC3)c3ccco3)n2)o1 (configuration not stated)	-14	-1	0	-16	-22	0	-8	0.4	-12[fluorescence artefact?]
CC1CCCN(CCOc2ccc(Br)cc2)C1 (configuration not stated)	2	2	-3	4	0	-2	-14	0.1	28[fluorescence artefact?]
COc1ccc(OC)c(NC(=O)COC(=O)CN(C)S(=O)(=O)c2ccc(C)cc2)c1	7	5	4	4	-8	-4	-2	0.5	-6[fluorescence artefact?]
CC(C)(C)NC(=O)C(c1c[nH]c2ccccc12)N(C(=O)Cn1nnc(-c2ccc(F)cc2)n1)c1cccc(O)c1 (configuration not stated)	-1	5	5	-1	-19	0	3	0.2	-3
O=C(O)CNS(=O)(=O)c1ccc(F)cc1	-4	1	-1	0	-11	-2	-7	-0.2	-6[fluorescence artefact?]
O=C(Nc1ccc(C2=NCCN2)cc1)c1ccc(C(=O)Nc2ccc(C3=NCCN3)cc2)c(Cl)c1	-15	-99	2	2	-21	0	-19	-0.5	27
CC(C)=CC(=O)OCC(=O)Nc1ccccc1Cl	-17	-2	-3	-9	-2	0	-5	2.1	-9[fluorescence artefact?]
COc1cccc(C2CC(c3cccc(Br)c3)n3ncnc3N2)c1 (configuration not stated)	-14	20	0	-6	2	0	-5	0.1	-1
COc1ccc(N2CCN(C(=O)c3cccc(N4C(=O)C5CC=CC(C)C5C4=O)c3)CC2)cc1 (configuration not stated)	-18	0	-5	-19	-11	/	-30	0.9	-9[fluorescence artefact?]
CCn1c(SCC(=O)Nc2ccc3c(c2)c2ccccc2n3CC)nnc1-c1ccco1	0	27	-1	-1	-9	1	-5	1.4	-3
O=C(CSC1CC(=O)N(CCc2ccccc2)C1=O)Nc1ccc(Cl)cc1 (configuration not stated)	-6	3	1	2	-9	1	-1	-0.4	4
O=C(CSc1nc2ccc(Cl)cc2o1)NCc1ccc2c(c1)OCO2	-19	3	-2	1	-11	3	-20	-0.6	-1
COc1ccc(/C=N/Nc2nc(-c3ccc(C)cc3)c(NC(C)=O)s2)cc1	-15	83*	-3	-36	24	1	-14	26	-12
Cc1ccc(C(=O)C(OC(=O)CNS(=O)(=O)c2ccccc2)c2ccccc2)cc1 (configuration not stated)	5	0	0	8	-6	1	6	0.0	-7
CC(C)n1c(SCC(N)=O)nc2c1c(=O)n(C)c(=O)n2C	-15	0	7	-4	-10	-2	0	0.8	18[fluorescence artefact?]
COC(=O)C1=C(NC(=O)C(C)(C)C)CCS1	-17	-1	2	-19	-3	1	-7	0.7	3[fluorescence artefact?]
CCCN1C2CCCC1CC(NC(=O)Nc1ccc(C(C)C)cc1)C2 (configuration not stated)	/	1	1	-3	3	-1	-11	0.4	5
CCCCn1nc2cc(C(=O)NCC34CC5CC(CC(C5)C3)C4)ccc2c1OCC	-14	0	2	-1	2	-4	-4	18	/
COc1ccc(-c2cccc(C(=O)Nc3ccccc3C)c2)cc1	-12	2	1	1	-12	1	-15	2.0	-1
COc1ccc(C(=O)N[C@H](C(=O)Nc2nc3ccccc3[nH]2)C(C)C)cc1	-27	-7	0	9	2	0	5	-1.1	1
N#CC1=C(N)Oc2ccc3ccc(O)cc3c2C1c1ccsc1 (configuration not stated)	-19	2	-3	1	-104	6	161*	-0.2	2
CC(Oc1ccc(C(=O)NCCc2ccccc2)cc1)C(=O)O (configuration not stated)	-18	0	-3	-2	1	0	-24	-0.6	1[fluorescence artefact?]
Cc1ccc2c(c1)c1nc3ccccc3nc1n2CCN1CCOCC1	-21	1	-24	-18	-6	-8	-10	20	-7[fluorescence artefact?]
O=C(NCCc1cccc(Cl)c1)c1cccs1	-14	5	-1	-4	-11	0	-2	0.1	-10
O=C(Cn1cnc2c(cnn2-c2ccc(Cl)cc2)c1=O)NCC1CCCO1 (configuration not stated)	-18	1	1	5	-19	-1	-14	0.2	-4
Cc1cc(C)c([N+](=O)[O-])cc1-c1ccc(/C=N/c2c(-c3ccco3)nc3ccccn23)o1	-18	11	-43	-11	30	4	10	0.5	-12[fluorescence artefact?]
CSc1nc(C)c2c(c1C#N)CCCC2	-15	-1	0	-5	-11	0	2	0.4	1
CCOc1ccc(-n2c(C)nc(O)c2N=Nc2ccccc2)cc1	6	0	1	-5	-18	-3	2	0.3	0
CNC(=O)c1[nH]cnc1C(=O)Nc1ccc(C)cc1	-4	18	-6	-3	7	2	-23	-0.3	-6
Cc1ccc(O)c(C(=O)c2cnn(-c3ccccc3)c2)c1	-19	10	3	-8	-14	0	-7	0.7	1[fluorescence artefact?]
O=c1oc2c(Cl)cc(Cl)cc2cc1-c1nnc(Nc2ccccc2F)s1	-7	0	-105	-1	-15	-31	-10	0.2	1
O=C(NN1C(=O)C2C(C1=O)C1C=CC2C12CC2)c1cccc(Cl)c1 (configuration not stated)	-1	18	2	0	0	0	-27	9.9	-4
COCc1cc(Sc2ccc(Cl)cc2Cl)nc(-c2ccccc2)n1	12	1	2	1	-8	-4	-10	0.7	-13[fluorescence artefact?]
CCn1cc(C(=O)NCCCOC(C)C)c2cc(OC)c(OC)cc2c1=O	-9	-9	1	-16	0	4	9	1.4	34
Cc1cnc(NC(=O)CCN2C(=O)C3CCCCC3C2=O)s1 (configuration not stated)	-10	2	-3	-3	-2	1	-3	0.6	-9
Cn1c(=S)n(CCC(=O)O)c2ccccc21	-6	22	/	-1	-2	/	-11	0.1	-4

A draw from above in order of length of the SMILES, high to low.
SMILES	MDM2 E3 inh	Hck-Nef inh	Runt-SMMHC FRET	TbHK1 inh	NCF1 inh	Runt-CBFb FRET	EBV gp42 inh	zVAD death inh	14-3-3 Bad PPI
O=C(NN1C(=O)C2C(C1=O)C1C=CC2C12CC2)c1cccc(Cl)c1 (configuration not stated)	-1	18	2	0	0	0	-27	9.9	-4
Cc1cnc(NC(=O)CCN2C(=O)C3CCCCC3C2=O)s1 (configuration not stated)	-10	2	-3	-3	-2	1	-3	0.6	-9
CSc1nc(C)c2c(c1C#N)CCCC2	-15	-1	0	-5	-11	0	2	0.4	1

The list continues:
SMILES	MDM2 E3 inh	Hck-Nef inh	Runt-SMMHC FRET	TbHK1 inh	NCF1 inh	Runt-CBFb FRET	EBV gp42 inh	zVAD death inh	14-3-3 Bad PPI
CN1CCN(C(=O)c2ccc3c(c2)NC(=O)C(C)(C)O3)CC1	-19	4	3	40	-13	-2	-11	-0.3	-8[fluorescence artefact?]
Cc1ccc(NC(=O)NC(=O)COc2ccc(Cl)cc2Cl)c(C)c1	-18	2	1	-7	5	2	-2	1.5	4
Cc1ccc(CS(=O)(=O)Cc2ccc(C(=O)NCCCN3CCOCC3)o2)cc1	-22	1	-2	-1	-12	-1	-14	1.5	-9
CCOc1cc(/C=N/Nc2nc(N3CCCC3)nc(N3CCCC3)n2)ccc1O	-11	6	10	-31	-23	-2	0	-0.3	-1[fluorescence artefact?]
CC(C)(C)C(=O)NCCN1C(=O)S/C(=C\c2ccc([N+](=O)[O-])cc2)C1=O	2	7	2	7	-14	-3	-14	-0.1	-2
Cc1cc(NC(=O)CN2C(=O)NC(C)(c3ccc(OC(F)F)cc3)C2=O)no1 (configuration not stated)	-8	0	-9	5	-5	0	-14	0.0	-2
CCC(c1nnnn1C1CCCC1)N(Cc1cccs1)Cc1cc2cc(C)ccc2[nH]c1=O (configuration not stated)	-10	2	1	-3	-9	-3	-1	-0.5	6
Cn1nc(-c2ccc(OCC(=O)Nc3ccccc3)cc2)c2ccccc2c1=O	-13	-1	-3	0	-23	2	-1	0.5	-5
